SIRT5 inh = SIRT5 desuccinylase inhibitors, primary screen, biochemical, fluorescence imaging, single point, set 5; NAD-dependent protein deacylase sirtuin-5, mitochondrial (Homo sapiens), Q9NXA8; Purified SirT5, succinyl-peptide AMC, trypsin-coupled fluorescence; inhibition, % at 15 µM; 1.1% of 330,000 active; in the data active = inhibition above about 15%
Target sequence (Q9NXA8 whole entry, looked up): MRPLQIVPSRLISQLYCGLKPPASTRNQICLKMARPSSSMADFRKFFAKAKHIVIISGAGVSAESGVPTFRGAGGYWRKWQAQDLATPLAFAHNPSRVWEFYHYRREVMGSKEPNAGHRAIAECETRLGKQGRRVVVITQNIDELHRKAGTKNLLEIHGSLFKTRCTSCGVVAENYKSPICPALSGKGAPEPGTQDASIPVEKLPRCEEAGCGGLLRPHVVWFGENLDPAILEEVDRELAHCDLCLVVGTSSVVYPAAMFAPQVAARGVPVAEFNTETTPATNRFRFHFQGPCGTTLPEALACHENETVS
ERp5 block = inhibitors of ERp5-driven insulin aggregation, primary screen, biochemical, turbidity, absorbance 650 nm, single point | Protein disulfide-isomerase A6 (Homo sapiens), Q15084 | 90 min | inhibition, % at 9.99 µM | 0.05% of 350,000 active | AID 651711, 2012;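 active = mean replicate inhibition above about 25%, with every replicate also reaching it, limit read from the data, passing the limit was not always enough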
Target sequence (Q15084 whole entry, looked up): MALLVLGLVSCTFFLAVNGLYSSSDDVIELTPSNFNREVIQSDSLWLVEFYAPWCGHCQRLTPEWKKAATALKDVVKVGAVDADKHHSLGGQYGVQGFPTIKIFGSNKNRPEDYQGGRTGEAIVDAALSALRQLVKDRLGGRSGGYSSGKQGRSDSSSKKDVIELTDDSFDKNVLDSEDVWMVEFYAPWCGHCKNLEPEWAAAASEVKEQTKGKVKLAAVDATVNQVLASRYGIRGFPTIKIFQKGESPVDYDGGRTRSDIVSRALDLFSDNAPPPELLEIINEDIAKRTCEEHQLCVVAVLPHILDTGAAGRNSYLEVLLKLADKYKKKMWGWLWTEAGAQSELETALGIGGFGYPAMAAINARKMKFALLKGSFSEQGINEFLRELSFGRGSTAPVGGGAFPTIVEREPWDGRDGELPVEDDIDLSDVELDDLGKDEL
An asterisk follows results filed as active; & = joins results of further samples. This is a subset; count on the stated rates, not on these rows.

SMILES	SIRT5 inh	ERp5 block
CN(Cc1ccccc1)C(=O)c1ccc([N+](=O)[O-])o1	1	-3
COc1ccc(Nc2c(CCc3ccccc3)nc3nc(C)cc(C)n23)cc1	3	-5
Cc1[nH]c2ccccc2c1C(=O)c1c(N)[nH]c(C(=O)c2ccc(Br)cc2)c1-c1ccc(Br)cc1	-11	5
Nc1[nH]c(C(=O)c2ccc(Br)cc2)c(-c2ccc(Cl)cc2[N+](=O)[O-])c1C(=O)NCCc1c[nH]c2ccccc12	-1	-4
CCCNC(=O)N1[C@H](CO)[C@H](c2ccccc2-c2ccccc2F)[C@@H]1C#N	1	5
O=C1CN(S(=O)(=O)Cc2ccccc2)C[C@H]2[C@H](c3ccc(C#Cc4cccnc4)cc3)[C@H](CO)N12	-1	6
CCC(=O)N1[C@@H](CO)[C@H](c2ccc(-c3ccc(C#N)cc3)cc2)C12CN(C(C)=O)C2	-2	5
COc1ccc(NC(=S)NCCCc2ccccc2)cc1	-2	-1
C[C@@H]1CN([C@H](C)CO)C(=O)c2cc(NC(=O)CCCCCC(=O)Nc3ccccc3N)ccc2O[C@@H]1CN(C)Cc1ccc(C(F)(F)F)cc1	4	-2
Cc1[nH]nc2c(=S)[nH]c(=O)[nH]c12	0	3
N#C[C@@H]1[C@H](c2ccccc2C2=CCCC2)[C@@H](CO)N1C(=O)C1CCOCC1	0	-1
CC(C)[C@@H]1Cc2[nH][nH]c(=O)c2[C@H](C)O1	-3	-6
C[C@@H]1C=CCCO[C@]12C(=O)N(Cc1ccc(F)cc1)c1ccccc12	4	2
C=C(C)CNC(=S)NNC(=O)CCn1c2ccc(Cl)cc2c2cc(Cl)ccc21	2	2
FC(F)(F)c1ccccc1Cc1c(-c2cccc(Cl)c2)nc2c3ccccc3ccn12	-2	-1
Cc1ccc(-n2c(O)c(C=NCc3ccccn3)c3ccccc3c2=O)cc1C	0	2
COc1ccc(C#Cc2cccc(-c3nc(C(=O)N[C@@H]4CCN(Cc5ccccc5)C4)cc4c3[C@@H](CCO)N(S(=O)C(C)(C)C)C4)c2)cc1OC (stereo partly drawn)	0	2
C/C=C/c1ccc([C@@H]2[C@H](CO)N(C(C)=O)C23CN(C(=O)c2ccccc2)C3)cc1	-3	-2
O=C(c1ccc(F)cc1)N1CC(=O)N2[C@H](CO)[C@@H](c3ccc(C#CCC4CCCC4)cc3)[C@H]2C1	11	-4
COc1ccc2c3c(n(C)c2c1)[C@@H](CO)N(C(C)=O)CC31CN(C(=O)c2cnccn2)C1	-5	-5

A few values from the results shown.
C=C(C)CNC(=S)NNC(=O)CCn1c2ccc(Cl)cc2c2cc(Cl)ccc21 in ERp5 block → 2
Cc1[nH]nc2c(=S)[nH]c(=O)[nH]c12 in SIRT5 inh → 0
CCC(=O)N1[C@@H](CO)[C@H](c2ccc(-c3ccc(C#N)cc3)cc2)C12CN(C(C)=O)C2 in SIRT5 inh → -2
N#C[C@@H]1[C@H](c2ccccc2C2=CCCC2)[C@@H](CO)N1C(=O)C1CCOCC1 in ERp5 block → -1
COc1ccc(NC(=S)NCCCc2ccccc2)cc1 in SIRT5 inh → -2
Cc1ccc(-n2c(O)c(C=NCc3ccccn3)c3ccccc3c2=O)cc1C in SIRT5 inh → 0
Cc1[nH]c2ccccc2c1C(=O)c1c(N)[nH]c(C(=O)c2ccc(Br)cc2)c1-c1ccc(Br)cc1 in SIRT5 inh → -11

The listing picks up; the six compounds before the break are reprinted first.
SMILES	SIRT5 inh	ERp5 block
FC(F)(F)c1ccccc1Cc1c(-c2cccc(Cl)c2)nc2c3ccccc3ccn12	-2	-1
Cc1ccc(-n2c(O)c(C=NCc3ccccn3)c3ccccc3c2=O)cc1C	0	2
COc1ccc(C#Cc2cccc(-c3nc(C(=O)N[C@@H]4CCN(Cc5ccccc5)C4)cc4c3[C@@H](CCO)N(S(=O)C(C)(C)C)C4)c2)cc1OC (stereo partly drawn)	0	2
C/C=C/c1ccc([C@@H]2[C@H](CO)N(C(C)=O)C23CN(C(=O)c2ccccc2)C3)cc1	-3	-2
O=C(c1ccc(F)cc1)N1CC(=O)N2[C@H](CO)[C@@H](c3ccc(C#CCC4CCCC4)cc3)[C@H]2C1	11	-4
COc1ccc2c3c(n(C)c2c1)[C@@H](CO)N(C(C)=O)CC31CN(C(=O)c2cnccn2)C1	-5	-5
COc1ccc(-c2csc(/C(C#N)=C/Nc3ccc4c(c3)OCCO4)n2)cc1	1	-5
COCC(=O)N1CC(=O)N2[C@H](CO)[C@H](c3ccc(C#CCc4ccccc4)cc3)[C@@H]2C1	9	-4
COc1ccc(S(=O)(=O)N2CCC[C@H]2C(=O)N2CCC[C@H]2C(=O)N(C)Cc2ccccc2)cc1C	-5	1
CCc1cccc(NC(=O)Cn2c3[n+](c4ccc(C(F)(F)F)cc42)CCCCC3)c1	-1	4
O=C(NCc1cccs1)C1C(=O)Nc2ccccc2C(=O)N1C1CCCC1 (stereo not drawn)	-1	2
COc1ccc(NC(=O)N2CC3(C2)CN(C(=O)CN2CCOCC2)[C@H](CO)c2[nH]c4cc(OC)ccc4c23)cc1	0	0
CC(=O)Nc1cccc(/C(C)=N/Nc2nc3ccccc3s2)c1	-3	7
COc1ccc(NC(=O)Nc2ccc3c(c2)OC[C@@H](C)NC[C@H](C)[C@H](OC)CN(C)C3=O)cc1	-1	7
COc1ccc(S(=O)(=O)N2[C@@H]3CNC[C@H]2C3c2ccc(-c3cccc(C)c3)cc2)cc1 (stereo partly drawn)	-2&7	5&0
Cc1ccc(-c2nc3c(C)cc(Br)cn3c2Cc2cccc(F)c2)cc1	2	-2
CN(C)C(=O)[C@H]1[C@H](CO)[C@H]2Cn3c(ccc(C4=CCCC4)c3=O)[C@@H]1N2Cc1ccccn1	-20	1
C[C@@H](CO)NC(=O)c1[nH]cnc1C(=O)Nc1ccccc1	-2	-4
C[C@H]1CN([C@@H](C)CO)C(=O)c2c(c3ccccc3n2C)-c2ccccc2CO[C@H]1CN(C)C(=O)Nc1ccccc1C(F)(F)F	4	4
CC(C)n1c(CN(C)Cc2ccccc2)nc2c1c(=O)n(C)c(=O)n2C	-2	0
O=C(Nc1ccccc1)N1CC(=O)N2[C@H](CO)[C@H](c3ccc(C#Cc4cccnc4)cc3)[C@H]2C1	-2	7
COc1ccc2c3c(n(C)c2c1)[C@H](CO)N(Cc1ccccc1OC)CC31CCN(C(=O)C2CC2)CC1	-2	-5
Cc1cc(C(=O)Cn2cc(C(F)(F)F)ccc2=O)c(C)n1-c1ccccc1	-2	22
N#C[C@@H]1[C@H](c2ccccc2-c2cccc(F)c2)[C@H](CO)N1C(=O)C1CCC1	1	1
O=C(O)C[C@@H]1CC[C@H](NC(=O)CCN2CCCCC2)[C@@H](CO)O1	-1	10
CN(Cc1nccn1C)C(=O)CCc1nnc(CCC2CCCCC2)o1	0	-2

Filtered by structure: the compounds so far containing a nitro group on carbon
SMILES	SIRT5 inh	ERp5 block
CN(Cc1ccccc1)C(=O)c1ccc([N+](=O)[O-])o1	1	-3
Nc1[nH]c(C(=O)c2ccc(Br)cc2)c(-c2ccc(Cl)cc2[N+](=O)[O-])c1C(=O)NCCc1c[nH]c2ccccc12	-1	-4

Carrying on.
SMILES	SIRT5 inh	ERp5 block
c1ccc2c(c1)C1=NCCN1c1ccccc1-2	-11	8
Cc1ccc(S(=O)(=O)N2[C@H](CC(=O)c3ccc(F)cc3)OC[C@@H]2C(C)C)cc1	-1	-1
CNC[C@H]1Oc2ccc(N)cc2CC(=O)N([C@H](C)CO)C[C@H]1C	2	3
CN(C)CCOC1c2ccccc2C=Cc2ccccc21	1	7
Cc1cccc(C(=O)NNC(=O)CN2C(=O)c3ccccc3C2=O)c1	-3	1
Cc1cccc(-n2c(-c3ccncc3)n[nH]c2=S)c1C	-2	8
COc1cc(CN2[C@@H]3CNC[C@H]2C3c2ccc(-c3ccc(C#N)cc3)cc2)cc(OC)c1 (stereo partly drawn)	-1	3
O=C(c1ccncc1)N1CC(=O)N2[C@H](C1)[C@H](c1ccc(-c3ccccc3F)cc1)[C@@H]2CO	-1	-1
C/C=C/c1ccccc1[C@H]1[C@@H](C#N)N(C(=O)c2cccnc2)[C@@H]1CO	1	-3
COc1ccc(C#Cc2ccc([C@H]3[C@H]4CN(C(=O)c5ccc(F)cc5)CC(=O)N4[C@H]3CO)cc2)cc1	3	0
CC(=O)NCc1ccc(S(=O)(=O)N/N=C/c2ccc(Br)cc2)cc1	1	0
CC(C)NC(=O)C1(C)CSCC(=O)N1Cc1cccs1 (stereo not drawn)	-1	-2
CCCCNC(=O)c1nc(-c2cccnc2OC)oc1-c1ccc(Cl)cc1	-11	8
CO[C@H]1CN(C)C(=O)c2ccc(NS(=O)(=O)c3ccc(Oc4ccccc4)cc3)cc2OC[C@H](C)NC[C@@H]1C	-1	4
O=C(C1CCCCC1)N1C[C@@H]2N[C@H](C1)C2c1ccc(-c2cccc(F)c2)cc1 (stereo partly drawn)	4&1	-2&4
COc1ccc(CN2C(=O)CN(S(C)(=O)=O)CC2(C)C(=O)NC(C)C)cc1OC (stereo not drawn)	1	2
COc1ccc(/C=N/NC(=O)COc2ccc(Cl)cc2Cl)cc1Cn1nc(C)cc1C	7	0
COCC(=O)N1[C@@H](CO)[C@H](c2ccc(-c3ccccc3OC)cc2)C12CN(C(C)=O)C2	-3	4
Cc1cc(C)c(NS(=O)(=O)c2ccc(NC(=O)/C=C/C(=O)O)cc2)c(C)c1	-3	7
N#C[C@@H]1[C@H](c2ccccc2-c2cccc(F)c2)[C@H](CO)N1C(=O)CN1CCOCC1	-1	2

Entries of single compounds from above:
`COc1ccc(C#Cc2ccc([C@H]3[C@H]4CN(C(=O)c5ccc(F)cc5)CC(=O)N4[C@H]3CO)cc2)cc1` in the list: SIRT5 inh = 3; ERp5 block = 0
`COc1ccc2c3c(n(C)c2c1)[C@@H](CO)N(C(C)=O)CC31CN(C(=O)c2cnccn2)C1` in the list: SIRT5 inh = -5; ERp5 block = -5

Assay outcomes as filed in PubChem BioAssay.
